Bioassay records (PubChem BioAssay)
HePTP inhibitor – inhibitors of human HePTP phosphatase | P35236 | recombinant HePTP phosphatase activity, OD absorbance | inhibition, % at 20 µM | 110,000 compounds, 0.64% hits | AID 521; in the data active means inhibition above about 50%;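 further: plate controls were vehicle for no effect and reference inhibitor for full effect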
BAP1 inh – human BAP1 deubiquitinase inhibition. 72,000 compounds, 0.48% hits. activity remaining (% of control), % at 20 µM. recombinant BAP1, Ub-AMC hydrolysis fluorescence kinetic; hits give low values. AID 436;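 active means activity remaining at or below 50% of control, provided the compound also passes the data quality filters; inactive means the rest, including low values that fail the filters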;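 further: 100% = DMSO wells rate and 0% = substrate alone blank rate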
Target sequence (Q92560 whole entry, looked up): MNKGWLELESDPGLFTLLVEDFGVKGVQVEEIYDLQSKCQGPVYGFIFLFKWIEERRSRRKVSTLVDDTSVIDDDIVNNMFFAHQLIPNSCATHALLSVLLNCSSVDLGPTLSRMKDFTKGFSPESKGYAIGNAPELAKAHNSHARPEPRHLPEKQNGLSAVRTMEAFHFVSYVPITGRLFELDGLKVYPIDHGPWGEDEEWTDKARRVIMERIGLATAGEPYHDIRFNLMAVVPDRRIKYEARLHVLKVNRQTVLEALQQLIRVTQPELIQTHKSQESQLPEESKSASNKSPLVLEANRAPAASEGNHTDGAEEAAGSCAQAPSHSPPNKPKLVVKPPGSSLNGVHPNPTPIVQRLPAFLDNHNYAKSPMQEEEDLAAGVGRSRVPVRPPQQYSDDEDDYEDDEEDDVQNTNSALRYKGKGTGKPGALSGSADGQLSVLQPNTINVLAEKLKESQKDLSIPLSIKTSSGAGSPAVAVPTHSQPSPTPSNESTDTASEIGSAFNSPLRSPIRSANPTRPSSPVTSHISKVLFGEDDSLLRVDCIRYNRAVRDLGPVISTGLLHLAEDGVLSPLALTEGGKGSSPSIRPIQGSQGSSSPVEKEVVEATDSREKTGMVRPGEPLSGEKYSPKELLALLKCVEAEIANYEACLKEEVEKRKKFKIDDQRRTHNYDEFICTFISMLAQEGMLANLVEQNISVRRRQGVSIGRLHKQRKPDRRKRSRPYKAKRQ
* hit, by the source's call; nt = no result given; & = joins results of further samples.

SMILES	HePTP inhibitor	BAP1 inh
CC1CC(C)CN(C(=O)c2cn(C)c3ccc(S(=O)(=O)N(C)C)cc3c2=O)C1 (stereo not drawn)	5	94
O=C1Nc2ccccc2/C1=N/N=C/c1ccc(-c2ccc(Cl)cc2)o1	25	nt
CC(C)(C)c1ccc(C(=O)NNC(=O)c2ccc([N+](=O)[O-])cc2[N+](=O)[O-])cc1	-27	nt
O=S(=O)(Nc1ccccc1F)c1ccc(F)cc1	-17	nt
Cc1ccc(-n2c(-c3ccccc3)n[nH]c2=S)cc1	1	nt
CCOc1cccc(=O)c2c(C)n(C)c(C)c12	10	107
COc1ccc(NC(=O)Nc2cc(C)ccc2OC)cc1	-12	65
COc1cccc(N(CC(=O)Nc2cc(C)cc(C)c2)S(=O)(=O)c2ccccc2)c1	-13	nt
CC(C)CNC(=O)CC(c1ccccc1)c1c(O)ccc2ccccc12 (stereo not drawn)	10	nt
Clc1ccc(CSc2nnc(-c3ccccn3)n2Cc2ccco2)c(Cl)c1	-1	nt
N#CCCN1CCn2c1nc1ccccc12	2	101
C=C(C)CC1Nc2ccccc2NC1CC(=C)C (stereo not drawn)	1&-4	89
O=C1NC(=O)N(c2ccccc2F)C(=O)/C1=C/c1ccc(Sc2ccccc2)o1	5	nt
O=C(CSc1ccc2nnc(-c3cccnc3)n2n1)NCc1ccc2c(c1)OCO2	-14	96
CS(=O)(=O)c1nc(-c2ccco2)cc(C(F)(F)F)n1	-3	nt
CS(=O)(=O)N(CC(=O)NCCc1ccccc1)c1ccc(Cl)cc1	-3	nt
N#CC1=C2SCN(c3ccccc3)CN2C(=O)CC1c1ccccc1Cl (stereo not drawn)	6	78
O=C(NC1CCCCC1)C1CC(=O)N(c2ccc(Br)cc2)C1 (stereo not drawn)	-2	nt
Cc1nnc(NC(=O)CSc2nnc(Cc3cccn3C)n2-c2cccc(C(F)(F)F)c2)s1	-5	99
Cc1cc(C)cc(NS(=O)(=O)c2cccc([N+](=O)[O-])c2)c1	0	nt
COC(=O)c1ccc(NC(=O)CCc2c(C)nc3ncnn3c2C)cc1	4	97
O=C1NC(=O)C(=Cc2cn(CCOc3ccc(Br)cc3)c3ccccc23)C(=O)N1	7	nt
CCCC1C(C(=O)OCC)=C(C)NC(C)=C1C(=O)OCC	15	79
CCc1ccccc1NC(=O)C1CC(=O)N(c2ccc(C)cc2)C1 (stereo not drawn)	1	nt
COc1ccc(CSc2nnc3n(C)c(=O)c4c5c(sc4n23)CCCC5)cc1	2	160
CCOCCCNC(=O)C(c1ccc(Cl)cc1)N1CCC2(CC1)OCCO2 (stereo not drawn)	-6	nt
O=C(CSc1cccc2cccnc12)OCC(=O)c1ccccc1	-2	nt
CCCCCCNC(=O)c1ccc(F)cc1	-11	nt
O=C(Oc1ccc2c3c(c(=O)oc2c1)CCCC3)c1ccco1	7	184
CCOC(=O)CNC(=O)c1ccc(Br)o1	-8	nt
O=c1oc2ccccc2c(O)c1[N+](=O)[O-]	nt	135
Cc1ccccc1Cc1c(C)nc2ncnn2c1C	9	117
Nc1nc(-c2ccccc2)c(N)c(-c2ccccc2)n1	-6	nt
COc1ccc(NC(=O)C2CCCN2C(=O)OCc2ccccc2)c(OC)c1 (stereo not drawn)	nt	102
CC1CCN(CC(O)COc2cccc(F)c2)CC1 (stereo not drawn)	6	97
O=C(NCc1ccco1)NC12CC3CC(CC(C3)C1)C2	5	nt
COc1cccc(C2NC(=O)NC(C)=C2C(=O)Nc2ccc(C)cc2)c1 (stereo not drawn)	4	90
Cc1ccc(-n2nc3c(c2NC(=O)c2ccc(C)c([N+](=O)[O-])c2)CSC3)cc1	nt	67
Cc1ccc(C23CC4CC(CC(Cl)(C4)C2)C3)cc1N	nt	80
CCN(CC)S(=O)(=O)c1ccc(Cl)c(C(=O)NCC2CCCO2)c1 (stereo not drawn)	10	109
COc1ccc(N2CSC3=C(C#N)C(c4cccs4)CC(=O)N3C2)cc1 (stereo not drawn)	2	98
Cc1c(Cl)c(=O)oc2cc(OCc3ccc(Cl)cc3)ccc12	6	nt
COc1ccc(N2C(=O)CC(N3CCSCC3)C2=O)cc1 (stereo not drawn)	-18	nt
COc1ccc(Cl)cc1NC(=O)C(=O)NCc1ccc(C)cc1	-1	nt
CCn1c(=N)n(CC(=O)c2cccc(OC)c2)c2ccccc21	-3	80
CC(C)C(C(=O)Nc1nccs1)c1ccccc1 (stereo not drawn)	3	93
O=C(CCCc1nc(-c2ccccc2Cl)no1)NCc1cccnc1	-10	96
CCOc1ccc(NC(=O)c2c(I)cnn2C)cc1	nt	123
Cc1cc(C)c(S(=O)(=O)Nc2ccc(C(N)=O)cc2)c(C)c1	10	nt
O=C(CSc1nc2ccc(NC(=O)c3ccc(Cl)cc3Cl)cc2s1)Nc1ccccc1	-2	nt
CCn1c(=O)cc(OCC(=O)N2CCN(c3cccc(C(F)(F)F)c3)CC2)c2ccccc21	-8	103
O=C(Nc1ccc(F)cc1)C1COc2ccccc2O1 (stereo not drawn)	4	nt
COc1ccc(CSc2nnc(C)n2N)cc1Br	-1	115
COc1ccc(-c2nc3cc(C)ccc3o2)cc1N=Cc1cccc(OC)c1O	nt	160
COc1ccc(CC(=O)N2CCN(c3ccccn3)CC2)cc1	6	92
COc1ccc2c(c1)nc(SCc1ccc(Cl)cc1)n2C	-13	nt
COC(=O)c1ccccc1NC(=O)COc1ccccc1	-10&9	93
COc1cc2c(cc1NS(=O)(=O)c1cccc([N+](=O)[O-])c1)oc1ccccc12	3	nt
CCCCCOC(=O)c1ccccc1C(=O)O	11	83
CCCCN(CC)Cc1ccc(CNC(=O)Nc2ccc(OC)cc2OC)o1	6	97

Following part
SMILES	HePTP inhibitor	BAP1 inh
Cc1onc(-c2ccccc2)c1C(=O)Nc1ccc([N+](=O)[O-])cc1Cl	0	nt
CCCC(=O)C1C(=O)CC(C)(C)C(c2cc(C)no2)C1=O (stereo not drawn)	-1	96
COc1ccc(N2CCN(C(=O)CN(c3cccc(Br)c3)S(C)(=O)=O)CC2)cc1	3	91
CCCc1ccc(S(=O)(=O)NCCc2ccncc2)cc1	7	105
CCn1c(CCC(=O)Nc2cc(F)ccc2C)nc2cc(S(=O)(=O)N(C)C)ccc21	5	nt
Brc1ccc(OCCN2CCCC2)cc1	-17	nt
O=C(Nc1ccc(Cl)c(Cl)c1)Nc1ccccc1C(=O)O	6	nt
COc1ccc(C(=O)Nc2ncc3c(n2)CC(c2ccco2)CC3=O)cc1 (stereo not drawn)	13	104
COC(=O)c1ccc(CSc2nnc(Nc3ccccc3OC)s2)o1	1	114
CC(C)c1ccc2oc(-c3ccc(NC(=O)c4ncn[nH]4)cc3)nc2c1	18	160
Cc1cc(C)n(C(=O)CCCOc2ccc(Cl)cc2Cl)n1	11	nt
CCOC(=O)N1CCN(CC(O)COc2ccccc2C(C)CC)CC1 (stereo not drawn)	7	99
COc1cc(C2C(C(=O)/C=C/c3ccccc3)=C(O)C(=O)N2CCCCCC(=O)O)ccc1O (stereo not drawn)	8	nt
O=c1oc2cc(OCc3c(F)cccc3Cl)ccc2c2c1CCCC2	-10	nt
Cc1ccc(C)c(NC(=O)C2CC(Cl)=CCC2C(=O)O)c1 (stereo not drawn)	0	111
Clc1ccc(/C=N/Nc2nc(N3CCOCC3)nc(N3CCOCC3)n2)c(Cl)c1	-16	nt
CCSCCOC(=O)C1=C(C)NC2=C(C(=O)CCC2)C1c1cccc(OC)c1OC (stereo not drawn)	nt	77
CCN1C(=O)c2cccc3cccc1c23	-2	137
O=C(CSc1nnc(CN2CCOCC2)n1-c1ccc(Cl)cc1)Nc1cc(Cl)ccc1O	14	82
CCCCn1c(NCc2ccccn2)nc2ccccc21	6	99
COC(=O)COC(=O)c1ccc(O)cc1	-8	87
Cc1cc(C(=O)OCC(=O)N2CCOCC2)c2ccccc2n1	12	78
N#CC1=C2SCC(O)(c3ccccc3)N2C(=O)CC1c1cccs1 (stereo not drawn)	5	77
COC(=O)Cn1c(=NC(=O)CSC(C)=O)sc2ccccc21	6	92
CN(C)C(=O)c1ccccc1-c1ccccc1	4	90
O=C(CSc1ncc(-c2ccccc2)[nH]1)NCCOc1ccccc1	6	nt
COc1ccc(/C=C(\NC(=O)c2ccc(Cl)cc2)C(=O)NCc2ccco2)cc1OC	1	nt
Cc1onc(-c2c(Cl)cccc2Cl)c1C(=O)Nc1ccc(OCc2ccccc2)cc1	-12	nt
O=C(Nc1ccc(Cl)c(-c2nc3ccccc3o2)c1)c1ccc2ccccc2c1	-8	nt
COc1ccc(C2c3c(-c4ccccc4)n[nH]c3C(=O)N2c2ccccc2)cc1 (stereo not drawn)	-2	nt
Cc1ccc(S(=O)(=O)N(Cc2ccccc2)c2ccccc2C(=O)NCCc2ccccc2)cc1	4	nt
O=C(Nc1cccnc1)C1(c2ccccc2)CCCC1	4&-12	110
C(=N\n1cnnc1)/c1cccc(OCCOc2ccc(C3CCCCC3)cc2)c1	9	nt
O=C1O/C(=C/Br)CCC1c1cccc2ccccc12 (stereo not drawn)	nt	99
Cc1cc(I)ccc1NC(=O)c1ccccc1Cl	4	nt
O=c1[nH]c(=O)c2nc3ccccc3nc2[nH]1	nt	74
C=CCN1CCN(C(c2ccccc2)c2nnnn2CCC(C)C)CC1 (stereo not drawn)	-9	100
COc1cccc(CNC(=O)C2CCCN(c3nn4c(=O)cc(C)nc4s3)C2)c1 (stereo not drawn)	9	94
CCOc1cc(C2CC(=O)NC3=C2C(=O)C(C(=O)OC)C(C)C3)cc(Br)c1O (stereo not drawn)	11	100
Cc1c(N=Cc2ccc(O)cc2)c(=O)n(-c2ccccc2)n1C	nt	90
COc1cc(C=O)c(Br)cc1OCc1ccc(Cl)cc1	-3	nt
O=C(CSc1nnnn1-c1ccccc1)c1ccc2c(c1)Cc1ccccc1-2	5	nt
CC(=O)/C=C(\C)NCCNc1c(F)c(F)c(CO)c(F)c1F	5	104
Cc1ccc(S(=O)(=O)N[C@@H](CC(C)C)C(=O)NCc2ccco2)cc1	8	177
O=C(O)CCCCCN1C(=O)C(=O)/C(=C(/O)c2ccc([N+](=O)[O-])cc2)C1c1ccccc1F (stereo not drawn)	-16	nt
CCC(=O)Nc1nc(-c2ccccc2)nc(C)c1C(C)=O	7	nt
O=C(NCC1CCCO1)c1nn2c(c1Br)NC(c1cccs1)CC2C(F)(F)F (stereo not drawn)	-5	nt
CCc1cc2c(=O)c(-c3nc4ccccc4n3C)c(C)oc2c(CN2CCN(C)CC2)c1O	6&3	nt
CSc1nc(N)nc(SCC(=O)CC(=O)OC(C)C)c1C#N	0	143
CSC(=NC1CCCCC1)NS(=O)(=O)c1ccccc1	-15	nt
CCOc1cc(C(=O)Nc2ccccc2Br)cc(OCC)c1OCC	2	nt
CC1CCc2sc3nc(N4CCN(CCO)CC4)n4ncnc4c3c2C1 (stereo not drawn)	-1	nt
CCC(=O)N1c2ccccc2NC2=C(C(=O)CC(C)(C)C2)C1c1ccc([N+](=O)[O-])cc1 (stereo not drawn)	5	nt
Cc1cc(C(=O)Nc2nc3ccc(S(C)(=O)=O)cc3s2)c(C)o1	-10	81
Cc1ccc(S(=O)(=O)n2nc(-c3ccc(Cl)cc3)nc2NCc2ccco2)cc1	5	nt
Cc1cc(Cl)ccc1OCC(=O)Nc1ccc(Br)c(NC(=O)c2ccccc2)c1	11	nt
COc1ccc(Cl)cc1N=CC1=C(O)CC(C)(C)CC1=O	-2	nt
O=C1C=C(N(CCO)CCO)C2(CCCCC2)O1	-8	93
COc1cccc(C2C(C(=O)Nc3ccccc3)=C(C)N=c3s/c(=C/c4ccccc4OC)c(=O)n32)c1 (stereo not drawn)	0	nt
O=[N+]([O-])c1cccc(NS(=O)(=O)c2ccccc2)c1	nt	54

(continued)
SMILES	HePTP inhibitor	BAP1 inh
Cc1ccc(N(CC(=O)Nc2ccc(Cl)cc2C)S(=O)(=O)c2ccc(F)cc2)cc1	1	nt
COc1ccc(CCN(C)CCN2C(=O)c3ccccc3C2=O)cc1OC	0	137
O=C1CC(c2ccc(S(=O)(=O)N3CCN(c4ccccc4)CC3)cc2)CN1 (stereo not drawn)	4	74
CC(c1ccccc1)C1CC(=O)N(CC(=O)O)C1=O (stereo not drawn)	11	117
O=C(COC(=O)CSCC(=O)N1CCCCC1)Nc1ccc(Cl)cc1	6	136
CCOc1cc(-c2noc(CCCC(N)=O)n2)cc(Br)c1OC	-8	94
O=C(C1=C(O)C(=O)N(CCCN2CCOCC2)C1c1ccccn1)c1cc2ccccc2o1 (stereo not drawn)	10	78
COc1cc2c(C)nc3c(c(C)nn3-c3ccccc3)c2cc1OC	2	nt
O=C(Cn1ncc2c(=O)oc3ccccc3c21)NCCC1=CCCCC1	-6	91
Cc1ccc(N2NC(=O)/C(=C/c3ccc(N(C)C)cc3)C2=O)cc1C	-15	nt
